Assay outcomes from PubChem.
RGS4 inh: human RGS4 inhibition; P49798; Transcreener GDP fluorescence polarization, RGS4-accelerated GTP hydrolysis; Potency, µM (top dose mostly 114 µM), for inactives: at the highest dose activity change, negative = inhibition, usual class: inhibitors; 390,000 compounds, 0.039% hits; AID 504845; further: potency means the concentration at half of the fitted maximal effect; on the % scale 0 is the no-effect control and ±100 the full control effect; nearly all actives have a fitted effect of over 75% in size; some results filed as inactive show a strong effect at the top dose
Target sequence (P49798 whole entry, looked up): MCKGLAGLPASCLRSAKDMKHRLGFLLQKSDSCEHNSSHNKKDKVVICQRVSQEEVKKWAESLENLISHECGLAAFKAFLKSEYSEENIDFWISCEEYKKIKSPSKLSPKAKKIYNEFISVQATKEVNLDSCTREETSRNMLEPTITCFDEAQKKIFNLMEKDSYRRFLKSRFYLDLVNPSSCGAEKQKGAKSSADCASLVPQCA
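MLSMR compounds (23 nl, pin-transferred) preincubated 10 min at room temperature with a 500nM (2x) first reagent, then RGS4 at 900nM (2x) plus Transcreener GDP mix added; fluorescence polarization (620/688 nm) read before and after 90 min at 30 °C.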
mIDH1 inhibitor: inhibitors of human mutant IDH1 R132H; IDH1-R132H enzyme, NADPH consumption, diaphorase/resazurin fluorescence; Potency, µM (top dose mostly 76.6 µM), for the others: top-dose activity change, negative = inhibition, most hits filed as inhibitors; 390,000 compounds, 0.093% hits; further: potency means the concentration at half of the fitted maximal effect; on the % scale 0 is the no-effect control and ±100 the full control effect; nearly all actives have a fitted effect of over 65% in size
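IDH1-R132H (0.5 ug/mL) preincubated 30 min with compound, then NADPH (0.016 mM) and alpha-KG (2 mM) added; 80 min at RT, pH 7.5. Remaining NADPH coupled via diaphorase/resazurin to fluorescence (540/590 nm); concentration-response curves normalized to no-enzyme control.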
USP1-UAF1 inh: inhibitors of human USP1/UAF1 deubiquitinase. recombinant USP1/UAF1, Ub-Rhodamine cleavage fluorescence. O94782. Potency, µM (series often up to 57.1 µM), for the others: at the top dose activity change, negative = inhibition, usual class: inhibitors. 390,000 compounds, 0.23% hits; further: potency means the concentration at half of the fitted maximal effect; on the % scale 0 is the no-effect control and ±100 the full control effect; nearly all actives have a fitted effect of over 60% in size; inactives centre near -12
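Step one: compound is pinned into 1nM USP1/UAF1 in HEPES pH 7.8 buffer with TCEP. Step two: 15 min room-temperature incubation. Step three: Ub-Rho (150nM final) starts cleavage, tracked by fluorescence over six one-minute reads.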
Vif-APOBEC3F blk: inhibitors of Vif-A3F interaction. AID 602313. Potency, µM (top dose mostly 46.1 µM), without a hit: top-dose activity, negative = active. HeLa A3F-eYFP + Vif (tagged APOBEC3F with the HIV-1 protein that degrades it), YFP fluorescence increase. 390,000 compounds, 0.2% hits; further: potency means the concentration at half of the fitted maximal effect; % of control where 0% means no effect; nearly all actives have a fitted effect of over 65% in size
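HeLa cells stably expressing A3F-eYFP plus Vif, plated and incubated overnight at 37 deg C, then exposed to compounds overnight at 37 deg C. Blocked degradation read as raised yellow fluorescence (Ex 488/Em 500-530).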
TrxR1 substrate: rat thioredoxin reductase 1 substrate activity; 390,000 compounds, 0.01% hits; Potency, µM (titrated, usually from 114 µM), for the others: top-dose activity change, negative = substrate turnover; purified TrxR1 substrate turnover, NADPH consumption readout; O89049; further: potency means the concentration at half of the fitted maximal effect; on the % scale 0 is the no-effect control and ±100 the full control effect; nearly all actives have a fitted effect of over 50% in size
Target sequence (O89049 whole entry, looked up): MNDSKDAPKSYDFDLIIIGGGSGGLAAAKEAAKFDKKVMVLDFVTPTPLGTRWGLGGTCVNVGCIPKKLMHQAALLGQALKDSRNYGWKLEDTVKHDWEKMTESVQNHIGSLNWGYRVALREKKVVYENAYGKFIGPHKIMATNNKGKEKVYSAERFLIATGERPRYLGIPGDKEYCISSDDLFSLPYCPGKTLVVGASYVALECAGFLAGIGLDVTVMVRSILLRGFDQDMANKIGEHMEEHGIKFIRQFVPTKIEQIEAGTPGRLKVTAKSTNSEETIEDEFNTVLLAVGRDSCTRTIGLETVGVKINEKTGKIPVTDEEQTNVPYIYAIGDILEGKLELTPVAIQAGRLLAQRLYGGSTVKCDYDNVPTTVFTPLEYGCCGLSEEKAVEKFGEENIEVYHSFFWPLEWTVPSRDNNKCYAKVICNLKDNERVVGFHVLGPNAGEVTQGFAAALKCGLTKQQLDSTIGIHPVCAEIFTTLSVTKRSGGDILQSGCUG
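Rat TrxR1, dispensed at 90 nM, was prereduced with 400 uM NADPH (final) for 5 min at ~22 deg C, then incubated with compound 15 min before 400 uM selenite. A first-read NADPH fluorescence drop versus no-compound background flagged substrates.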
TrxR1 inh: inhibitors of rat thioredoxin reductase 1; recombinant rTrxR1, NADPH fluorescence consumption, selenite substrate; Potency, µM (titrated, usually from 114 µM), for the others: at the top dose activity change, negative = inhibition, usual class: inhibitors; 390,000 compounds, 1% hits; O89049; further: potency means the concentration at half of the fitted maximal effect; on the % scale 0 is the no-effect control and ±100 the full control effect; nearly all actives have a fitted effect of over 65% in size
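Rat TrxR1 (90 nM in the dispensed reagent) was pre-reduced with 400 uM NADPH for 5 min at room temperature, then incubated with compound for 15 min. After 400 uM selenite was added, NADPH fluorescence (Ex 340/Em 450 nm) was followed for 8 min.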
Glioma ERSR ind: inducers of ER stress response in human glioma cells | U87-MG GRP78 promoter luciferase reporter, 16 h | Potency, µM, for the others: at the highest dose activation, hits mostly activators | 420,000 compounds, 0.02% hits | AID 602332; further: potency means the concentration at half of the fitted maximal effect; series mostly up to about 76 µM; % of control where 0% means no effect; nearly all actives have a fitted effect of over 35% in size
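ERSR induction read as luciferase luminescence (Bright-Glo, 10 min at room temperature) in stably transfected human U87-MG glioma cells exposed to compounds for 16 h, using GRP78 as sensor.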
LDHA block: inhibitors of human lactate dehydrogenase A; P00338; activity change, % (values are at about 110 or 230 µM); purified LDHA, NADH/diaphorase-resazurin fluorescence; stronger effect = lower value; 480,000 compounds, 0.15% hits; in the data active means activity change below about -30%; inconclusive means mostly about -25% to -30%;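 further: plate controls were DMSO wells for no effect and wells without enzyme for full effect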
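Human LDH5 at 2 nM final in Tris HCl pH 7.4 with 0.06 mM NADH and 0.2 mM pyruvate, reacted 5 minutes at room temperature. Remaining NADH coupled via diaphorase/resazurin; resorufin fluorescence read at 0 and 20 minutes, normalized to enzyme-free and DMSO wells.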
Vif-A3G inh: inhibitors of Vif-APOBEC3G interaction; Potency, µM (highest dose often 46.1 µM), for inactives: at the top dose activity, negative = active, hits mostly inhibitors; Q9HC16; AID 602310; HeLa A3G-eYFP + Vif (tagged APOBEC3G with the HIV-1 protein that degrades it), YFP fluorescence, overnight; 410,000 compounds, 0.076% hits;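 further: potency means the concentration at half of the fitted maximal effect; on the % scale 0 is the no-effect control and ±100 the full control effect; nearly all actives have a fitted effect of over 60% in size; hits raise eYFP signal because A3G escapes Vif-driven loss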
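HeLa cells stably expressing Vif and C-terminally eYFP-tagged A3G, seeded overnight at 37 deg C, then exposed to compound by pintool overnight at 37 deg C. Rise in yellow fluorescence (Ex 488/Em 500-530, Acumen) marks blocked Vif-driven A3G degradation.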
Numbers without * were called inactive; u = inconclusive; x = not tested or not shown; & = joins results of further samples; [ ] = another dose, or the depositor's remark. Unless noted, the call rests on the fitted dose curve; in most records, active means well fitted curve in the direction sought with a large enough effect; inconclusive means small, poorly fitted or top-dose-only effect, or another doubt; inactive means no such curve, though single readings can be large; an effect the other way counts as inactive or inconclusive.

SMILES | RGS4 inh | mIDH1 inhibitor | USP1-UAF1 inh | Vif-APOBEC3F blk | TrxR1 substrate | TrxR1 inh | Glioma ERSR ind | LDHA block | Vif-A3G inh
Nc1cc(S(=O)(=O)N2CCOCC2)ccc1N1CCCCC1 | -95.8% | 8.7% | -24.7% | 0.3% | -7.6%[57.1 µM] | -21.7%[57.1 µM] | -4.1% | -0.3 | -0.4%
O=[N+]([O-])c1cc([N+](=O)[O-])c(Oc2cncc(Cl)c2)cc1NN1CCCCC1 | 18.2% | -8.5% | 9.6% | -6.3% | 3.9%[57.1 µM] | 5.4%[57.1 µM] | -1.3% | -3.2 | -2.3%
CCCN(Cc1ccccc1)C(=O)Nc1ccc2c(c1)nnn2C | 0.9% | -1.2% | 0.4% | -4.0% | 14.9% | -5.8% | 1.5% | 2.2 | -13.7%
CCOc1ccccc1-n1c(SCC(=O)N2CCCC2)nnc1-c1ccc(O)cc1 | -9.8% | -1.7% | 7.1% | -6.2% | 5.8% | 17.2% | -3.5% | -4.8 | -0.3%
CCOc1ccc(/C=N/NC(=O)c2cccc3ccccc23)c(OCC)c1 | -24.4% | 0.0% | -18.4% | 3.1% | 3.0% | 20.5% | -8.3% | 1.1 | -1.1%
Cn1c(C(=O)N2CCCC(C(=O)NCCCc3ccccc3)C2)cc2sccc21 (stereo not given) | 9.7% | 2.6% | -2.4% | -9.5% | -5.3%[57.1 µM] | 9.0% | -0.1% | -1.5 | 3.3%
CSc1ncnc2c1ncn2CC(=O)C1CCC2C3CCC4=CC(=O)CCC4(C)C3CCC12C (stereo not given) | -2.5% | 1.2% | -9.1% | 9.5% | -7.6% | -4.4% | -6.8% | -8.2 | -5.5%
CC1CCN(C(=O)CSc2nc3ccccc3c(=O)n2Cc2ccc3c(c2)OCO3)CC1 | 8.5% | 5.4% | -13.4% | -0.9% | 27.6% | 46.7%[activator] | 4.8% | -11.2 | -4.6%
Cc1cc(C)c2c(N)c(C(=O)Nc3cccc(C)c3C)sc2n1 | 2.3% | 9.6% | -8.8% | u | 1.2%[2.29 µM] | -0.1%[2.29 µM] | -2.2% | -8.7 | -24.0%
CCN(CC)CCN1C(=O)C(=O)/C(=C(/O)c2ccc(S(=O)(=O)N3CCOCC3)cc2)C1c1ccc(C)cc1 (stereo not given) | 2.6% | -9.4% | -13.5% | 8.6% | -0.6% | 4.1% | -5.4% | -2.2 | 3.8%
CC(C)NC(=S)N/N=C/c1ccccc1[N+](=O)[O-] | 11.8% | -5.2% | -0.4% | -7.0% | -3.0% | 1.8% | -2.8% | -2.3 | -5.3%
Nc1cc(SCc2ccc([N+](=O)[O-])cc2)ncn1 | -2.9% | 2.6% | 8.9% | 1.7% | -4.2%[2.29 µM] | -8.9%[2.29 µM] | 6.8% | -8.0 | -0.5%
O=c1[nH]ncc2c3ccccc3n(Cc3ccccc3)c12 | 2.0% | -1.0% | -18.7% | -6.9% | 1.7% | 8.9% | -2.7% | -6.1 | -3.2%
O=C(N/N=C/c1ccccc1C(=O)O)C(=O)N1CCCCC1 | 13.7% | 0.0% | -34.6% | u | 4.5%[57.1 µM] | 9.3%[57.1 µM] | -4.6% | -6.1 | -0.8%
CCOC(=O)CNC(=O)c1cccs1 | -32.3%[56.9 µM] | 2.6% | -10.3% | -5.9% | -7.0% | -3.1% | -4.1% | -4.0 | -1.0%
CC(C)NC(=O)c1ccccc1NC(=O)C1CC(=O)N(C(C)C)C1 (stereo not given) | -10.7% | -12.0% | -24.3% | 5.8% | 5.8% | 21.3% | -3.2% | -4.1 | 2.3%
Cc1ccc2nc(-c3ccc(NC(=O)c4ccco4)cc3)[nH]c2c1 | u | 11.0% | -13.6% | -9.2% | 22.9% | 9.0% | 9.1% | u | -7.5%
Cc1ccc(NC(=O)CCn2cccn2)cc1Cl | -17.6% | -8.9% | -23.0% | 1.2% | 2.5%[57.1 µM] | 11.7%[57.1 µM] | -3.4% | -12.4 | -1.0%
CCc1ccc(-c2cc(C)no2)cc1S(=O)(=O)Nc1cc(C)ccn1 | 35.8%[11.4 µM] | -6.8% | -11.3% | 0.6% | 0.8% | 6.5% | -7.0% | -0.5 | -1.8%
O=C(NC1CCCc2ccccc21)C12CC3CC(CC(O)(C3)C1)C2 (stereo not given) | -0.3% | 2.4% | -6.9% | 13.0% | -10.7% | -17.6% | 1.2% | -9.8 | 3.1%
CCOc1ccc(NC(=O)C2CCN(S(=O)(=O)c3c(C)noc3C)CC2)cc1 | -5.3% | -13.1% | -8.5% | -7.2% | -1.4% | 17.8% | 0.5% | 0.1 | 0.5%
COc1ccc(CN2CC(C(=O)NCCCN3CCN(C)CC3)CC2=O)cc1 (stereo not given) | 21.9% | 1.9% | 6.4% | x | -3.2% | -8.0% | 2.6% | -5.1 | 2.1%
O=C(Nc1ccc2oc(-c3cccnc3)nc2c1)c1ccc(-c2cccc(OC(F)(F)F)c2)o1 | u | -20.7% | -25.5% | -23.9% | 15.2% | u | -1.0% | 7.9 | -5.7%
COc1ccc([C@H]2CC(=O)C=C(c3cccc(C(C)C)c3)C2)cc1 | -8.1% | 4.7% | -36.2% | 2.4% | -7.7%[57.1 µM] | 13.5%[57.1 µM] | -1.7% | 1.9 | -0.7%
CCOc1ccccc1C(=O)OCC(=O)Nc1ccc(OC(F)F)cc1 | 22.0% | 1.2% | -3.2% | -8.7% | -1.6% | 2.4% | 1.6% | 5.0 | -0.3%
CCSc1nnc(NC(=O)C2CCCCC2C(=O)OCC(F)(F)C(F)F)s1 (stereo not given) | -22.4% | 7.6% | -8.9% | -11.4% | 5.8% | 17.1% | 0.3% | 2.0 | 0.5%
O=C1c2ccccc2C(=O)N1CCCn1c(=O)oc2ccccc21 | 5.0% | 3.6% | 11.8% | -1.0% | 8.2% | 9.5% | 1.1% | 5.9 | -0.1%
CCCC(O)c1nc2ccccc2n1CCCOc1ccc(Cl)cc1 (stereo not given) | 17.7% | 10.7% | u | u | -5.7% | 4.4% | -1.0% | 1.0 | 2.8%
Cc1ccn2c(C(=O)N/N=C\c3cccs3)c(C)nc2c1 | 9.1% | 6.4% | -19.7% | -5.0% | -11.5% | -11.8% | 0.9% | 2.6 | 1.2%
COC(=O)CSc1nc(N2CCOCC2)c2c(c1C#N)CC(C)(C)OC2 | -14.3% | 2.7% | -16.8% | 1.4% | -4.7% | -8.7% | -0.6% | 3.6 | -1.6%
CC(=O)N1CCN(c2cc(N3CCc4ccccc4C3)c(F)cc2[N+](=O)[O-])CC1 | 30.6% | 6.0% | -18.0% | -2.3% | -1.6% | -3.6% | 0.2% | -3.6 | 1.2%
CCCCc1ccc(NC(=S)NCc2cccnc2)cc1 | -27.0% | -2.0% | -12.8% | -8.1% | -6.0% | -13.0% | 2.2% | -9.2 | -0.4%
Cc1cc(C)c[n+](-c2nc3ccccc3nc2C(=C=[N-])C#N)c1 | -7.6%&-7.7% | -2.3%&5.7% | -17.7%&-20.4% | -2.1%&-0.9% | -6.9% | -14.0% | -0.4%&3.2% | -3.0&1.8 | -8.3%&-6.7%
CN1C[C@@H]2[C@@H]3C(=O)N(Cc4ccccc4)C(=O)[C@@H]3[C@](C)(C1=O)N2C(=O)c1ccc(F)cc1 | 1.9% | -0.7% | -12.3% | -5.3% | 2.0%[57.1 µM] | -11.3%[57.1 µM] | 0.1% | 0.3 | 3.5%
O=C(C[n+]1cc(Br)cc(Br)c1)c1ccc(I)cc1 | x | x | x | x | -5.0% | -22.4% | -1.2% | 3.0 | -1.6%
COc1cc(CC(=O)OCC(=O)c2ccc[nH]2)cc(OC)c1OC | -3.8% | -5.0% | -17.8% | 1.3% | 1.3% | 8.0% | -1.2% | -3.0 | -13.1%
Cc1cc(CN2C(=O)c3ccccc3C2=O)cc(N2CCOCC2)c1 | -16.9% | -3.5% | -4.7% | -6.4% | -7.1% | 17.5% | 0.4% | -4.0 | -0.3%
Cc1ccc(NC(=O)Cn2nc(-c3ccccc3)nc(Cc3ccccc3)c2=O)cc1 | 18.5% | 4.8% | u | 2.5% | u | u | -0.2% | -10.5 | -2.4%
CC(C)(C)C(C(=O)n1cccc1C#N)c1ccccc1 (stereo not given) | -8.1% | -2.7% | -28.9% | -0.8% | -5.6% | 8.2% | -2.7% | -2.4 | 1.9%
O=C(Cc1ccccc1)NCC(=O)N/N=C/c1ccc([N+](=O)[O-])s1 | -4.9% | 8.7% | -30.5% | -9.5% | -6.5% | u | -4.8% | 1.0 | -14.5%
CC(=O)c1c(C)[nH]c(C(=O)OCC(=O)N2CCN(S(=O)(=O)c3ccc(C)cc3C)CC2)c1C | 2.5% | 1.2% | -9.9% | -5.0% | -7.3% | 0.3% | -8.1% | -3.4 | -20.8%

These rows are one share of the data, so the mix of outcomes need not match the whole.
